Source: PubChem (National Center for Advancing Translational Sciences (NCATS))
aSyn yeast rescue – qHTS of alpha-syn Inhibitors: NCGC Sytravon Library Screen. S. cerevisiae alpha-synuclein toxicity rescue, BacTiter-Glo growth, 24 h. Potency, µM (top dose mostly 46.1 µM), without a hit: at the top dose growth rescue (activation), most hits filed as activators. hit rate 0.02% among 94,000; active = well fitted activation curve with a large enough effect; also: 0% is about no effect
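Growth restoration measured by BacTiter-Glo luminescence after 24 hr at 30 deg C; alpha-synuclein yeast, raffinose-pregrown to mid-log, were added at OD600=0.02 in galactose medium onto pinned compounds.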
* marks the source's active call; other numbers are inactive results; & = joins results of further samples. Potency is read from the fitted curve at half-maximal effect.

smiles	aSyn yeast rescue
C/C(=N/NC(=O)c1nnn(-c2nonc2N)c1CSc1ccc(C)cc1)c1ccncc1	-2%
COCC1CCCCN1C(=O)c1cc(COc2ccc(C)c(C)c2)on1 (configuration not stated)	1%
CC(C)c1ccc(NS(=O)(=O)c2ccc(N3C(=O)CCC3=O)cc2)cc1	1%
CCOC(=O)C1CCN(S(=O)(=O)c2ccc3[nH]c(=O)c(=O)[nH]c3c2)CC1	-2%
C=CCNC(=O)CSc1nc2scc(-c3ccco3)c2c(=O)n1CC=C	-8%
CCOC(=O)C1=C(c2ccccc2)Nc2ncnn2C1c1ccc(Cl)cc1 (configuration not stated)	-11%
O=C(NCCc1c[nH]c2ccccc12)C(=O)NCC1OCCN1S(=O)(=O)c1cc(F)ccc1F (configuration not stated)	-12%
CN(Cc1ccccc1)C(=O)C1CCN(S(=O)(=O)c2ccc3nc4c(c(C(=O)O)c3c2)CCCC4)CC1	0%
Cc1nn(C)c2c1c(C(F)(F)F)cc(=O)n2CC(=O)Nc1ccc(F)cc1F	5%
Cc1ccc2nc(-c3ccc(NC(=O)COc4c(C)ccc(C)c4C)cc3)sc2c1	0%
O=C(Cc1ccc(NC(=O)N2CCCCc3ccccc32)cc1)NCc1ccccc1Br	2%
Cc1ccc(-c2onc(C)c2C)cc1S(=O)(=O)NCc1cccs1	-5%
NC(=O)c1c(NC(=O)CN2C(=O)NC(Cc3ccccc3)C2=O)sc2c1CCC2 (configuration not stated)	-6%
N#C/C(=C(/O)c1ccc(C(=O)c2ccccc2)cc1)c1nc2ccccc2[nH]1	-3%
COc1ccc(OC)c(-c2nnc(SCC(=O)N3CCCC3)o2)c1	-4%
CSc1ccccc1NC(=O)c1cc(C2CC2)on1	2%
CCSc1nn(CC(=O)Nc2ccc(C(=O)OC)cc2)c(N)c1S(=O)(=O)c1ccc(C)cc1	-1%
O=C(Oc1ccc(-c2nnco2)cc1)c1cc(S(=O)(=O)N2CCOCC2)ccc1F	0%
COC(=O)c1cn(C(=O)c2ccc(Cl)cc2)c2ccccc12	-6%
COc1ccc(NC(=O)C[C@H]2C(=O)N(CCc3ccccc3)C[C@@H]2C)cc1	6%
CCC(C)NC(=O)c1ccc2c(c1)N(Cc1ccccc1F)C(=O)c1ccccc1S2=O (configuration not stated)	7%
COc1ccc(NC(=O)c2cc(-c3ccc4c(c3)OCO4)on2)c(OC)c1	-13%
CCCc1nnc(NC(=O)Cc2coc3ccc(C(C)C)cc23)s1	-4%
CC(NC(=S)NCCc1ccccc1)C(c1cccs1)N1CCN(C)CC1 (configuration not stated)	5%
COc1ccc(C2C(C(=O)Nc3ccccc3)=C(C)Nc3nc(-c4ccccc4)nn32)cc1OC (configuration not stated)	-6%
O=C1CC(c2ccc(Cl)cc2)N=C(NC(=O)c2ccccc2)N1 (configuration not stated)	-3%
O=C(COc1ccccc1)N1CCN=C1SCc1ccc(F)cc1	14%
O=C(NCCSCc1c(F)cccc1Cl)C1CCN(S(=O)(=O)Cc2ccccc2)CC1	3%
CC(C)Cc1nnc(NC(=O)c2ccc(-n3cncn3)c([N+](=O)[O-])c2)s1	1%
COc1ccccc1C(=O)Nc1ccc(S(=O)(=O)Nc2cnc3ccccc3n2)cc1	4%
CC(C)(C)c1ccc(Oc2nc3ccccn3c(=O)c2/C=C(\C#N)c2nc3ccccc3s2)cc1	3%
COCCCNC(=O)c1c(NC(=O)c2nc(S(C)(=O)=O)ncc2Cl)sc2c1CCCC2	8%
Cc1ccc(C2=Nc3ccccc3N(CC(=O)Nc3cccc(F)c3)C(=O)C2)cc1C	-25%
COc1cc(C#N)ccc1OCC(=O)Nc1ccc(C)c(S(=O)(=O)N2CCOCC2)c1	4%
O=C(N/N=C/c1ccco1)c1ccc(NC(=O)c2ccccc2Cl)cc1	-6%
CC(=O)Nc1sc(C)c(C)c1C(=O)OCCOc1ccccc1	2%
O=C(COC(=O)CNS(=O)(=O)c1cccc(F)c1)NCCc1ccccc1	10%
COc1ccccc1CNc1nc(-c2ccco2)nn1S(=O)(=O)c1ccc(C)cc1	5%
CN(C)N1C(=O)CC(N2CCCCC2)C1=O (configuration not stated)	3%
C[C@H]1Cn2cnc(C(=O)Nc3cccc(Cl)c3)c2C(=O)N1	-10%
Cn1c(=O)c(C(=O)NCC2CCCO2)c(O)c2ccccc21 (configuration not stated)	15%
Cc1nc2cccnc2n1-c1cccc(C(=O)NCCc2ccc(Cl)cc2)c1	-6%
CC(=O)Nc1ccc(NC(=O)c2oc3c(c2C)-c2nn(Cc4ccccc4Cl)cc2CC3)cc1	-8%
COc1cc(OC)cc(C(=O)OCC(=O)Nc2cccc(C(C)=O)c2)c1	3%
C[C@@H]1Cn2cnc(C(=O)Nc3ccccc3)c2C(=O)N1	5%
Cc1c(NC(=O)CC(C)C)c(=O)n(-c2ccccc2)n1C	6%
Cc1ccc(Cn2ccn(CC(=O)Nc3c(C)cc(C)cc3C)c(=O)c2=O)cc1	3%
Cc1cc(C)c2nncn2n1	15%
CN(C)S(=O)(=O)Oc1cccc(C(=O)Nc2ccc([N+](=O)[O-])cc2)c1	-2%
COc1ccc(-n2c(=O)c3c4c(sc3n3c(=S)[nH]nc23)COC(C(C)C)C4)cc1 (configuration not stated)	-6%
O=C1CCc2cc(NS(=O)(=O)c3ccccc3)cc3c2N1CCC3	-4%
O=C(Cc1ccccc1)Nc1sc2c(c1C(=O)Nc1ccc(Br)cc1)CCC2	2%
Clc1cc2c(c(CSc3nc4ccccc4n4cccc34)c1)OCOC2	-2%
CCOC(=O)c1[nH]cnc1C(=O)Nc1cccc(OC)c1	0%&3%
CCOc1ccc(-c2ccc(NS(=O)(=O)c3cc(C)ccc3OC)cc2)nn1	-11%
COc1ccc(-c2noc(CC(=O)Nc3ccc(C)c(F)c3)n2)cc1	4%
CCN(CCCNC(=O)c1cc(Nc2ccccc2OC)nc2ccccc12)c1cccc(C)c1	-10%
COC(=O)c1cc(OCC(=O)NC2CCCc3ccccc32)cc(C(=O)OC)c1 (configuration not stated)	4%
COc1ccc(NC(=O)CSc2nnc(NC(=O)c3ccccc3C(=O)O)s2)cc1	2%
O=C(CCNC(=O)c1ccccc1Cl)Nc1nccs1	-1%

Later entries:
canonical_smiles	aSyn yeast rescue
COc1ccc(C(=O)Nc2nnc(SCc3cc(=O)c4cc(C)cc(C)c4[nH]3)s2)cc1	-1%
CCCCN1C(=O)C(O)(c2c[nH]c3ccccc23)c2cc(Br)ccc21 (configuration not stated)	13%
Cc1ccc(C(=O)Nc2cccc(C(F)(F)F)c2)cc1NC(=O)c1cnnc2ccccc12	2%
COc1ccc(OCCCC(=O)OCC(=O)Nc2ncc(Cl)cc2Cl)cc1	16%
Cc1ccc2oc(=O)n(CCCOc3ccccc3Cl)c2c1	7%
Cc1ccc(CN2CCC(CNC(=O)c3cnn(-c4ccccc4Cl)c3C3CCN(C(=O)OC(C)(C)C)CC3)CC2)cc1	2%
Cc1ccc(-n2ncc3c(NC4CCCCCC4)ncnc32)cc1Cl	-12%
CCOC(=O)C(Cc1ccccc1)NC(=O)Cn1nnc(-c2ccc(C)cc2)n1 (configuration not stated)	5%
COc1ccc(-c2ccccc2)cc1NC(=O)c1ccncc1	9%
O=C(Nc1nnc(CCN2CCCCC2)s1)c1cccc(Cl)c1	5%
Cc1nn(-c2ccccc2)cc1C(c1c(N)[nH]c(=S)[nH]c1=O)c1c(N)[nH]c(=S)[nH]c1=O	-1%
COc1ccc(-c2noc(-c3ccccc3NC(=O)c3cc(OC)c(OC)c(OC)c3)n2)cc1	3%
COc1ccc(NC(=O)c2c(NC(=O)COc3ccccc3)sc3c2CCCCC3)cc1	0%
CCN(C(=O)COC(=O)c1ccccc1NCCO)C1CCS(=O)(=O)C1 (configuration not stated)	-9%
O=C(CCN1C(=O)c2ccccc2S1(=O)=O)N1CCN(c2ccc(F)cc2)CC1	6%
CC(=O)c1cccc(NC(=O)Cc2noc3ccccc23)c1	-8%
COc1ccc(N(CC(=O)Nc2c(C)n(C)n(-c3ccccc3)c2=O)S(=O)(=O)c2ccc(C)cc2)cc1OC	1%
COc1ccc(-c2nc(-c3cccs3)no2)cc1	-5%
COc1cc2[nH]c(=O)c(C(=O)NCCCN3CCOCC3)c(O)c2cc1OC	-3%
Cc1ccc2nc(CSc3nnc(NC(=O)CC(C)C)s3)cc(=O)n2c1	1%
COC(=O)[C@H]1C[C@@]2(O)CN(S(=O)(=O)c3ccc(C)cc3)C[C@@]2(OC(=O)NCC2CCCCC2)C[C@H]1C(=O)OC	-1%
CCCCn1c(O)c(/C=C/C=C/C=Nc2ccccc2)sc1=S	-18%
CC(=O)Nc1ccc(S(=O)(=O)NC2(C(F)(F)F)NC(=O)N(c3ccccc3F)C2=O)cc1 (configuration not stated)	-1%
CCOCCc1nn2c(=O)cc(COC(=O)c3ccccc3NC(=O)c3ccccc3F)nc2s1	7%
CCC(CO)Nc1ncnc2c1cnn2-c1ccc(C)cc1 (configuration not stated)	4%
CCCN(CCC)C(=O)c1nn(C)c2c1CSc1ccccc1-2	-7%
COC(=O)CC1C(=O)NCCN1C(=S)Nc1ccccc1 (configuration not stated)	1%
Cc1cccc(C)c1NC(=O)Nc1csc2c1CCCC2	-8%
CC1=CC=CC2=NC(=O)CC(C)(C(=O)N(CC(=O)NC3CCCC3)Cc3ccc(Cl)cc3)N12 (configuration not stated)	-9%
O=C(COC(=O)C1CCN(S(=O)(=O)c2cccs2)CC1)NCc1ccc(F)cc1	-8%
Cc1ccc(/C=C/C(=O)Nc2cccnc2)o1	0%
CCOc1ccccc1NCc1cc(=O)oc2cc(C)ccc12	-8%
Cc1sc(-c2ccncc2)nc1OC(=O)c1ccc(F)cc1F	8%
CCn1cc(C(=O)OCC(=O)Nc2ccc(F)cc2F)c(=O)c2ccc(C)nc21	9%
COc1ccc(NC(=O)Nc2nnc(C)s2)cc1	1%
COCCNc1cc(N)c([N+](=O)[O-])cc1[N+](=O)[O-]	0%
CCOc1ccc(-c2nnn(CC(=O)NCc3ccc(C)cc3)n2)cc1	10%
CCc1ccc(S(=O)(=O)Nc2cc(-c3cn4ccccc4n3)ccc2C)cc1	-11%
COc1ccccc1NC(=O)COC(=O)CCC(=O)c1cccs1	8%
CCOc1ccccc1NC(=O)CSc1nnc(Cc2ccc(OC)cc2)c(=O)n1N	-3%
CC(C)C(=O)N1CCN(c2ccc([N+](=O)[O-])c(NC(C)c3ccccc3)c2)CC1 (configuration not stated)	6%
CC(Sc1oc(-c2cccs2)nc1S(=O)(=O)c1ccccc1)c1ccccc1 (configuration not stated)	-4%
CCC(Sc1nc2ccccc2c2nc(CCn3c(C)nc4ccccc43)nn12)C(=O)Nc1ccc(F)cc1 (configuration not stated)	2%
O=C(CN1C(=O)C2CC=CCC2C1=O)Nc1ccc(S(=O)(=O)Nc2nccs2)cc1 (configuration not stated)	4%
COc1ccc(S(=O)(=O)NC2(C(F)(F)F)NC(=O)N(CCc3ccccc3)C2=O)cc1 (configuration not stated)	9%
COc1ccc2cc(C(=O)C3CCCN(C(=O)c4ccnn4C)C3)ccc2c1 (configuration not stated)	-4%
Brc1cnc(N2CCCC2)nc1N1CCCCC1	1%
Cc1ccccc1Cn1c2ccccc2c2cnn(CC(=O)NCc3ccccn3)c(=O)c21	-3%
COc1ccc(OC)c(C2C(C(N)=O)=C(C)Nc3nc(-c4cccc(Cl)c4)nn32)c1 (configuration not stated)	1%
COc1ccc(CNC(=O)CCCSc2ccccc2)cc1	4%
COC(=O)c1ccccc1NC(=O)Cn1cc(S(=O)(=O)Cc2ccccc2F)c2ccccc21	-4%
Cn1c(N)c(C(=O)COC(=O)COc2ccccc2Cl)c(=O)n(C)c1=O	0%
O=C(COc1ccc([N+](=O)[O-])cc1)Nc1cccc2cccnc12	-2%
CCC1CN(C(=O)NCc2cccc(OC)c2)c2ccccc2O1 (configuration not stated)	9%
COc1cc(C(=O)N2CCN(c3ccc(Nc4ccccc4)nn3)CC2)cc(OC)c1OC	1%
CCOC(=O)c1ccccc1NC(=O)CSc1nc2ncccc2[nH]1	7%
O=C(Nc1cccc(O)c1)c1cc2nc(-c3ccc(Br)cc3)cc(C(F)(F)F)n2n1	2%
Nc1nonc1C(=O)NCCNC(=O)c1ccc(Cl)cc1	0%
Fc1cccc(Cl)c1Cn1c(-c2cccs2)nc2ccccc21	-15%
COc1ccccc1C(=O)NNC(=O)c1ccc(O)cc1	-3%

These rows are one share of the data; count on the stated rates, not on these rows.
